Pf Dd2 inh: Plasmodium falciparum Dd2 growth inhibition; Potency, µM (doses to about 28.9 µM), for inactives: top-dose activity, negative = inhibition, hits mostly inhibitors; actives 4.3% (n = 120,000); P. falciparum Dd2 growth, SYBR Green, 72 h; active = well fitted inhibition curve with a large enough effect; inconclusive = small, poorly fitted or top-dose-only effect; inactive = no such curve, though single readings can be large or run the other way;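 also: plate controls were DMSO vehicle for no effect and reference drug for full effect; nearly all actives have a fitted effect of over 65% in size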
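Readout: SYBR Green fluorescence, 485 nm excitation, 535 nm emission, after ~16 h lysis at 37C. Before that, Dd2-infected red cells (2.5% hematocrit) grew 72 h with compound, 29 uM top final concentration.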
Starred values were filed as active, the others as inactive; i = inactive; ? = inconclusive; [ ] = remark or other dose. Potency is read from the fitted curve at half-maximal effect.

SMILES	Pf Dd2 inh
CCOc1ccc(-c2cn3c(n2)sc2cc(C(=O)NC4CCCc5ccccc54)ccc23)cc1 (stereo unspecified)	-20%
CC(C)C(=O)N1CCCN(S(=O)(=O)c2ccccc2)CCC(=O)NCC1	-14%
Cc1cccc(NC(=O)C2CCCN(S(=O)(=O)c3cccc4nonc34)C2)c1C (stereo unspecified)	?
CC(c1nccs1)N(C)C(=O)c1csc2nc(-c3ccccc3Cl)cn12 (stereo unspecified)	?
N#Cc1c(C(F)(F)F)cc(-c2cccs2)nc1SCC(=O)Nc1cccc(Cl)c1	-4%
COCc1nncn1C1CCN(C(=O)c2ccc(F)cc2F)CC1	i
Cc1nn(Cc2ccccc2)c(C)c1[C@@H]1C=C[C@@H](NS(C)(=O)=O)C1	i
CN1CCN(CCNC(=O)c2cnn(-c3cccc(Cl)c3)c2C2CCN(C(=O)OC(C)(C)C)CC2)CC1	?
CCc1ccc(CNC(=O)C2(c3ccc(NC(C)=O)cc3)CCC2)cc1	-12%
Cc1onc(-c2cnn(C)c2NCCc2ccccc2)c1C(=O)N1CCCC(C(N)=O)C1 (stereo unspecified)	-17%[44.1 µM]
CC1CCC2(CC1)OCC(C(=O)N1CCOCC1)N2C(=O)c1ccc(Cl)c(Cl)c1 (stereo unspecified)	-28%
COc1ccccc1Nc1cnc2ccc(-c3ccc(OC)c(OC)c3)nn12	1.1µM*
CC(=O)N1CCc2cc(Br)cc(S(=O)(=O)N3CCC(C(=O)Nc4cccc(C)c4C)CC3)c21	i
Cc1ccc(S(=O)(=O)C(CNC(=O)COc2ccc(Cl)cc2)c2ccco2)cc1 (stereo unspecified)	19%
CC(C)NC(=O)N[C@H]1C[C@H]2C(=O)NC[C@@H](CCC(=O)N3CCN(c4ccccc4)CC3)N2C1	1%
CC(=O)c1c(C)n(-c2cccc(Cl)c2)c2ccc(OC(=O)c3ccccc3)cc12	-19%
CN(C)[C@@H]1[C@@H](NC(=O)Cc2noc3ccccc23)[C@H]2CCO[C@H]21	-21%
COC(=O)c1ccc(NC(=O)C(=O)NCCc2csc(-c3ccc(F)cc3)n2)cc1	i
CN(C)C[C@@H]1CN(Cc2cccnc2)C[C@H]1NC(=O)c1ccc(C#N)cc1	11%
CCCCOc1ccccc1C1CC(=O)Nc2cc(OC)c(OC)cc21 (stereo unspecified)	-8%
COc1ccc(/C=C/c2nc(C#N)c(NCc3ccc(F)cc3)o2)cc1OC	i
COc1ccc(-c2cc(N3CCC(NC(=O)c4ccoc4)CC3)n[nH]2)cc1	0.79µM*
CCOc1ccccc1CNC(=O)Cc1ccc(NC(=O)N2CCCCc3ccccc32)cc1	35%[activator]
CN(CCC1CCCCO1)C(=O)Cn1ccc2ccccc2c1=O (stereo unspecified)	4%
CCOc1ccc(CCNC(=O)CS(=O)(=O)Cc2nc(-c3cccc(Cl)c3)oc2C)cc1	?
COc1ccc(NC(=O)c2ccc3c(c2)OCCN(CCC(F)(F)F)C3)cn1	?
C[C@@H]1CN(C(=O)C2(c3ccc(Cl)cc3)CCC2)C[C@]1(C)O	-12%
O=C(Nc1ccccc1)N1Cc2[nH]cnc2C[C@H]1c1nc(-c2ccc3ccccc3c2)no1	-5%
CCc1ccc(S(=O)(=O)N2CC(c3nc(Cc4ccccc4)no3)C2)cc1	-11%
CCOc1ccc(CN2C(=O)c3ccccc3Sc3ccc(C(=O)NC4CCC(C)CC4)cc32)cc1 (stereo unspecified)	11µM*
CN1C(=O)CC(C(=O)O)C12CCN(Cc1cc(Cl)ccc1F)CC2 (stereo unspecified)	-10%
O=C(c1ccc(Cl)cc1)N1CCC2(CC1)N(c1ccccc1)C(=O)CS2(=O)=O	-21%
CC(C)(C)NC(=O)c1cnn2c(C(F)F)cc(-c3ccccc3)nc12	-16%
O=C(COc1ccccc1Cl)N(Cc1ccco1)Cc1ccco1	-9%
CCOc1ccccc1Nc1sc(C(=O)c2ccc(Cl)cc2)c(N)c1C#N	33%[activator]
CNC(=O)[C@@H](Cc1ccccc1)N1CCC[C@H]1C(=O)NC1CCOCC1	i
Cn1ccnc1CN1CCOC[C@H]1c1ncc(-c2cccc(Cl)c2)[nH]1	5µM*
Cc1cccc(C(=O)N2CC(Oc3cccc(-c4nc(-c5ccccc5)no4)c3)C2)c1	i[5.79 µM]
O=C(Nc1c(C(=O)Nc2cccc(C(F)(F)F)c2)oc2ccccc12)c1cc(=O)c2ccccc2o1	40%[activator]
C#C[C@H]1CN2CC[C@H]1C[C@@H]2CNS(=O)(=O)c1ccc(OC)cc1	3.2µM*
Cn1nc(C2CCCCC2)cc1[C@H]1CN2CC[C@H]1C[C@@H]2CNS(C)(=O)=O	i
COCCN1CC(CO)C2(CCN(C(=O)c3ccccc3)CC2)C1 (stereo unspecified)	-7%
CCCNC(=O)N1CCCCCCNC(=O)[C@@H]2CCCC[C@@H]21	-16%
Cn1cnc(C(=O)N2CCC(N3C(=O)C(OCC4CC4)C34CCOCC4)CC2)c1 (stereo unspecified)	1%
Cc1cccc(CC(=O)N2C[C@@H](CO)[C@H](c3ccncc3)C2)c1	12%

14 structures out of the list, arranged by length of the SMILES, descending.
SMILES	Pf Dd2 inh
O=C(Nc1c(C(=O)Nc2cccc(C(F)(F)F)c2)oc2ccccc12)c1cc(=O)c2ccccc2o1	40%[activator]
CCOc1ccc(CN2C(=O)c3ccccc3Sc3ccc(C(=O)NC4CCC(C)CC4)cc32)cc1 (stereo unspecified)	11µM*
Cc1cccc(C(=O)N2CC(Oc3cccc(-c4nc(-c5ccccc5)no4)c3)C2)c1	i[5.79 µM]
O=C(c1ccc(Cl)cc1)N1CCC2(CC1)N(c1ccccc1)C(=O)CS2(=O)=O	-21%
Cn1cnc(C(=O)N2CCC(N3C(=O)C(OCC4CC4)C34CCOCC4)CC2)c1 (stereo unspecified)	1%
CNC(=O)[C@@H](Cc1ccccc1)N1CCC[C@H]1C(=O)NC1CCOCC1	i
CCc1ccc(S(=O)(=O)N2CC(c3nc(Cc4ccccc4)no3)C2)cc1	-11%
Cn1ccnc1CN1CCOC[C@H]1c1ncc(-c2cccc(Cl)c2)[nH]1	5µM*
CC(C)(C)NC(=O)c1cnn2c(C(F)F)cc(-c3ccccc3)nc12	-16%
CCOc1ccccc1Nc1sc(C(=O)c2ccc(Cl)cc2)c(N)c1C#N	33%[activator]
CN1C(=O)CC(C(=O)O)C12CCN(Cc1cc(Cl)ccc1F)CC2 (stereo unspecified)	-10%
CCCNC(=O)N1CCCCCCNC(=O)[C@@H]2CCCC[C@@H]21	-16%
COCCN1CC(CO)C2(CCN(C(=O)c3ccccc3)CC2)C1 (stereo unspecified)	-7%
O=C(COc1ccccc1Cl)N(Cc1ccco1)Cc1ccco1	-9%

Back to the main list; the two compounds before the break are reprinted first.
SMILES	Pf Dd2 inh
Cn1cnc(C(=O)N2CCC(N3C(=O)C(OCC4CC4)C34CCOCC4)CC2)c1 (stereo unspecified)	1%
Cc1cccc(CC(=O)N2C[C@@H](CO)[C@H](c3ccncc3)C2)c1	12%
Cc1cccc(CCNC(=O)CCc2c(C)nc3c(-c4ccc(F)cc4)c(C)nn3c2C)c1	-20%
Cc1cccc(-n2ncc(C(=O)Nc3ccc4c(c3)OCO4)c2C2CCN(C(=O)OC(C)(C)C)CC2)c1	10µM*
CCNC(=O)N1CCCC1c1noc(CCC(=O)NCc2cc(F)cc(F)c2)n1 (stereo unspecified)	?
CCOC(=O)c1ccc(N2C(=O)c3n[nH]c(-c4cccs4)c3C2c2ccc(CC)cc2)cc1 (stereo unspecified)	10µM*
COc1cccc(/C=C/c2nc(C#N)c(N3CCC(C(N)=O)CC3)o2)c1	-6%
O=C1NCCN2CC3(CCN(C(=O)CC4CCCC4)CC3)CC12 (stereo unspecified)	8%
CN1C(=O)CC(C(=O)O)C12CCN(Cc1cn(C)nc1-c1ccccc1)CC2 (stereo unspecified)	-7%
CC(C)CCSc1nnc2n(-c3ccccc3)c(=O)c3c4c(sc3n12)CC(C)CC4 (stereo unspecified)	?
CNC(=O)[C@@H]1C[C@@H](n2cc(CNC(=O)Nc3ccc(C)c(Cl)c3)nn2)CN1	-9%
CCC(=O)N1CCc2cc(Br)cc(S(=O)(=O)CCC(=O)NCCc3ccccc3Cl)c21	11µM*
Cc1cc(=O)n2nc(N3CCC(C(=O)NCCCOC(C)C)CC3)sc2n1	40%[activator]
CCCCCC(=O)Nc1nc2c(s1)C[C@@H]1[C@](C)(CO)[C@H](O)CC[C@@]1(C)[C@@H]2CC(=O)NCc1cccnc1	i
Cn1nc(C(=O)NCc2ccccc2Cl)c2c1-c1ccccc1S(=O)(=O)C2	?
Cc1ccccc1N1CCN(C(=O)c2nnn3c2COC(c2ccc(Cl)cc2)C3)CC1 (stereo unspecified)	?
COC(=O)c1ccccc1NC(=O)NCc1ccc2c(c1)CCN2C(=O)c1ccccc1	i
COc1ccc(C(=O)N2CCc3nc(OCC4CC4)ccc3C2)cn1	?
CCc1cccc(-n2c(=O)c3cccnc3n2CC(=O)Nc2c(C)cc(C)cc2C)c1	-4%
CCN(CC)C(=O)[C@@H]1C[C@@H](NC(=O)c2ncn[nH]2)CN1Cc1cnc[nH]1	4%
Cc1ccc(-n2cccc2CC(=O)NCc2ccccc2)cc1	?
O=C(CCc1cc2n(n1)CCCNC2)N1CCCC(c2nnc3ccccn23)C1 (stereo unspecified)	3%
CN1CCCN(C(=O)C2(Oc3ccc4ncccc4c3)CCNCC2)CC1	-12%
O=C(NCC1CCCO1)c1c[nH]c2ccc(S(=O)(=O)Nc3cccc(C(F)(F)F)c3)cc2c1=O (stereo unspecified)	28%
COCCn1c(SCC(=O)Nc2cccc(C)c2C)nc2c(oc3ccccc32)c1=O	49%[activator]
COC[C@H]1CCCN1Cc1nc(C2(O)CCN(Cc3ccccc3C(F)(F)F)CC2)cs1	?
CC(=O)N1CCCN(C(=O)c2ccc3c(c2)NC(C)(CCCCc2ccccc2)CO3)CC1 (stereo unspecified)	i
CCOC(=O)Cn1nc(C)c(NC(=O)COc2ccccc2)c1C	i
Cc1ccccc1C(=O)N1CCN(c2cc(-c3ccccc3)[nH]n2)CC1	-15%
Cc1nc(C)c(-c2ccc(SCC(=O)Nc3ccc(Cl)c(Cl)c3)nn2)s1	-3%
Cc1cnc(C(=O)N[C@@H]2CCC[C@@H]2C(=O)NCc2ccc(Cl)cc2)cn1	-26%
CCn1c(C2CCCN(C(C)=O)C2)nn(C)c1=O (stereo unspecified)	-9%
COc1ccc(NC(=O)N2CC3CN(C)CC(C2)O3)cc1	69%[activator]
CCc1ccc(S(=O)(=O)c2nnn3c2nc(NC2CCCCCC2)c2sccc23)cc1	?
O=C(Nc1cccc(-n2cccn2)c1)C1CCCN(Cc2cccc(F)c2F)C1 (stereo unspecified)	i
CCNC(=O)Cc1ccc(NC(=O)N2CCCCc3ccccc32)cc1	14%
OC(c1nc(Nc2cccc(C(F)(F)F)c2)n[nH]1)C1CC1 (stereo unspecified)	-2%[44.1 µM]
COc1ccccc1NC(=O)CN1CC2CC(C1)[C@H]1CCCC(=O)N1C2 (stereo partly specified)	4%
CC(=O)N1CCC(NC2(Cc3cc(COc4ccccc4)on3)COC2)CC1	-1%[44.1 µM]
O=C(Nc1ccc(F)cc1)[C@@H]1C[C@@H](c2ccc(F)cc2)N([S+](=O)([O-])c2cccnc2)C1	?
CNC(=O)[C@@H]1C[C@@H](n2cc(C(C)(C)NC(=O)c3cccc(Cl)c3)nn2)CN1	1%
COCC(=O)N1C[C@@H](COC)[C@H](c2ccncc2)C1	29%
COc1ccc(C2Cn3cnc(-c4nc(-c5ccc(OC(C)C)cc5)no4)c3CO2)cc1 (stereo unspecified)	11µM*
COc1ccc(-c2n[nH]c3c2CC(=O)N(Cc2ccccc2F)C3)cc1F	-20%[44.1 µM]
COc1ccc(Cn2c(SCc3ccc(C(=O)NCc4ccccc4F)cc3)nc3cccnc32)cc1	?
COc1ccc(C)cc1NC(=O)N1CCN(S(=O)(=O)c2ccc3c(ccn3C)c2)CC1	?
Cc1ccc(CN2CCc3nc(C(C)C)nc(-c4ccc(O)cc4)c3CC2)cc1	?
O=C(c1ccc(NCc2ccncc2)cc1)N1CCCC2(CCNCC2)CC1	-13%
CCCCOc1c(Cl)cc(C(=O)N(Cc2ccc(C)o2)C2CCS(=O)(=O)C2)cc1Cl (stereo unspecified)	0%
CCN(Cc1ccccc1)C(=O)Cn1c(=O)oc2cc(S(=O)(=O)N3CCCCCC3)ccc21	6%
CCOc1ccccc1NC(=O)N1CCCCCCN(C)C(=O)[C@H]2CCC[C@H]21	11µM*
COCCN1C(=O)CCc2cc(NC(=O)c3ccc(Cl)s3)ccc21	?
COc1ccccc1-c1cccc(C=O)c1	5%[44.1 µM]
O=C(COc1ccc(F)cc1)Nc1cnc(-c2ccccc2)nc1	i
CN(Cc1cccc(-c2nn[nH]n2)c1)c1cc(C2CC(N)C2)ncn1 (stereo unspecified)	-13%
Cc1nc2ncccn2c1C(=O)N1CCC(=O)N(CC2CC2)C(C(C)C)C1 (stereo unspecified)	12%
Cc1ccc(CNC(=O)[C@@]23CCCC[C@H]2N(C)C(=O)CC3)o1	8%
CCc1ccc(-n2nc(CO)c(C(=O)NCc3cccs3)n2)cc1	21%
COCCn1c(=O)n([C@H]2CCCN(C(=O)CC3CCCCC3)C2)c2ncccc21	?
O=C(Cn1cccc1-c1nc(-c2ccccc2)no1)Nc1cccc(F)c1	?
COCCN1CC(CNC(=O)c2cc(Cl)c(C)c(Cl)c2)CC1=O (stereo unspecified)	-12%
O=C(O)C1=NOC2CN([S+](=O)([O-])c3cccs3)CC12 (stereo unspecified)	31%[activator]
Next section
SMILES	Pf Dd2 inh
CCc1cccc(NC(=O)CN2CCCN(Cc3cccc(C)c3)S2(=O)=O)c1	28%
COc1ccc(CCNC(=O)c2cc3c(=O)n4ccccc4nc3n2C)cc1	32%[activator]
O=C(Nc1cccc(-c2ccc(N3CCOCC3)nn2)c1)Nc1ccc2c(c1)CCC2	i
COc1ccc(CN2C[C@@H](F)[C@@H](OCc3nc4ccc(C(F)(F)F)cc4[nH]3)C2)cn1	i
Cc1cccc(C(=O)N2CC(c3noc(C4CCCN4C)n3)C2)c1 (stereo unspecified)	i
CC(=O)N1CCc2sc(C(=O)NC3CCN(Cc4ccccc4)CC3)cc2C1	?

Assay outcomes from PubChem.

Some of the compounds tested (hit frequency here may not be typical).
